# Screens (PubChem)
# PrPC surface inh: reduces human prion protein on the cell surface; 370,000 tested, 0.43% active; P04156; cell surface PrPC, TR-FRET read-out; inhibition, % at 13.8 µM; in the data active = inhibition above about 24%; note: 0% = median of the test wells and 100% = reference compound wells
# CCHFV vOTU inh: CCHFV vOTU protease inhibition; Pep-AMC fluorescence; inhibition, % at 11.5 µM; 370,000 tested, 0.55% active; in the data active = inhibition above about 30%; note: 0% = vehicle wells with enzyme and 100% = no enzyme wells
# PfHsp40 yeast: restores yeast growth despite PfHsp40 toxicity; S. cerevisiae expressing PfHsp40, growth rescue, ATP luminescence; growth rescue, % at 12.5 µM; 340,000 tested, 0.68% active; in the data active = growth rescue above about 28%, passing the limit was not always enough; inconclusive = no clear call, values can overlap the other calls;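 note: yeast W303a lacking pdr1 and pdr3 grown in galactose medium; growth measured after three days at 30 °C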
# Anthrax LF prot: inhibitors of Bacillus anthracis lethal factor protease; inhibition, % at 10 µM; P15917; 360,000 tested, 0.12% active; multiplex microsphere protease cleavage assay, LF; AID 588501; note: plate controls were buffer without enzyme for full effect and enzyme alone for no effect
# TcdB inh: blocks C. difficile toxin B glycohydrolase activity; inhibition, % at 9.99 µM; TcdB glycohydrolase enzymatic assay, plate reader; AID 652162; 350,000 tested, 0.24% active; P18177; in the data active = inhibition above about 10%
# Y pestis TopoI: blocks Yersinia pestis topoisomerase I activity | Y. pestis Topo-I cleavage product accumulation, plate reader | activity, % at 10 µM | 360,000 tested, 0.064% active; in the data active = activity above about 50%, passing the limit was not always enough; inconclusive = no clear call, values can overlap the other calls; note: inactives centre near 2
# FadD28 binding: blocks FadD28 binding to the bisubstrate probe. fluorescence polarization. inhibition, % at 12.5 µM. 360,000 tested, 0.22% active; in the data active = inhibition above about 8.5%, passing the limit was not always enough; inconclusive = no clear call, values can overlap the other calls
# BoNT A protease: BoNT A light chain protease inhibition | multiplex microsphere protease substrate cleavage, flow cytometry | inhibition, % at 10 µM | 360,000 tested, 0.17% active; note: plate controls were buffer without enzyme for full effect and enzyme alone for no effect
# BoNT F protease: BoNT F light chain protease inhibition; Multiplex microsphere protease cleavage assay, flow cytometry; inhibition, % at 10 µM; 360,000 tested, 0.22% active; AID 588497; in the data active = inhibition above about 35%, passing the limit was not always enough; inconclusive = no clear call, values can overlap the other calls; note: plate controls were buffer without enzyme for full effect and enzyme alone for no effect
# * marks the source's active call; other numbers are inactive results; ? = inconclusive; . = not tested or not shown. Cut-off read from the data, not from the text of the source, unless noted: active = inhibition above about 30%; inconclusive = no clear call, values can overlap the other calls; inactive = below that. Random draw from the library; any-hit rate near 2.3%.
# Assay codes – A = PrPC surface inh; B = CCHFV vOTU inh; C = PfHsp40 yeast; D = Anthrax LF prot; E = TcdB inh; F = Y pestis TopoI; G = FadD28 binding; H = BoNT A protease; I = BoNT F protease
1: CCOC(=O)N1CCC(NC(=O)C(Cc2ccccc2)NC(=O)C2CCCCC2)CC1 (stereo not given)
  A: 1	B: -6	C: -0.2	D: 1	E: .	F: -2	G: -1.0	H: 0.1	I: -3

2: CC(c1ccccn1)C(C)(O)C(C)c1ccccn1 (stereo not given)
  A: -5	B: 4	C: -1.3	D: -2	E: -0.3	F: 0	G: -1.1	H: -1.0	I: -8

3: C/[N+]([O-])=C\CC(=O)c1ccc(-c2ccccc2)cc1
  A: -2	B: 0	C: 9.7	D: -4	E: 0.5	F: -11	G: -2.2	H: -1.2	I: -10

4: CCCN(CC(=O)c1cc(C)n(C)c1C)S(=O)(=O)c1cccc(C(F)(F)F)c1
  A: 5	B: 21	C: -0.9	D: -4	E: .	F: 41	G: -0.9	H: -1.8	I: -12

5: CCOc1cccc(-c2cc(C(=O)NN)[nH]n2)c1
  A: 2	B: 4	C: -0.8	D: -5	E: -10	F: -7	G: -4.3	H: -0.9	I: -2

6: O=C(/C=C/c1ccccc1)Oc1cccc(C(=S)N2CCOCC2)c1
  A: 2	B: 2	C: -0.5	D: 1	E: 1.3	F: -1	G: -1.6	H: -1.0	I: -6

7: O=C(CSc1ccc2nnc(-c3ccccn3)n2n1)Nc1ccc(F)cc1F
  A: 4	B: -4	C: 1.2	D: .	E: 0.9	F: 3	G: -4.0	H: .	I: .

8: C=CCSc1nnc2c(n1)[nH]c1c(C)cccc12
  A: -22	B: 16	C: 1.4	D: -5	E: 2.4	F: -6	G: -1.4	H: 0.7	I: -8

9: Cc1cc(C)nc(-n2nc(C)cc2NC(=O)COC(=O)CCC(=O)c2cccs2)n1
  A: -3	B: 7	C: 0.1	D: 6	E: .	F: 4	G: -3.0	H: 0.7	I: ?

10: Cc1ccc(NC(=O)CN2CCc3cc4c(cc3C2C)OCCCO4)cc1C (stereo not given)
  A: 6	B: -7	C: 0.6	D: 5	E: -0.3	F: 30	G: -0.1	H: -2.0	I: -2

11: CSCCC(NC(=O)COc1ccccc1)C(=O)N1CCN(c2ccccc2Cl)CC1 (stereo not given)
  A: 8	B: 8	C: 5.3	D: 3	E: -1.5	F: 6	G: -3.0	H: -0.9	I: -4

12: Cc1cccc(C2=NOC(=O)/C2=C\c2ccccc2F)c1
  A: 9	B: -8	C: -2.1	D: -5	E: -1.9	F: 9	G: .	H: 2.5	I: 5

13: O=C1NCCN(Cc2ccoc2)C1CC(=O)N(CCO)Cc1ccccc1 (stereo not given)
  A: -1	B: -4	C: 0.0	D: -1	E: 1.6	F: 13	G: -4.0	H: -0.3	I: 1

14: Cc1ccc(S(=O)(=O)N[C@H](C(=O)OCn2nnc3ccccc3c2=O)C(C)C)cc1
  A: 0	B: -2	C: 7.0	D: -5	E: .	F: 16	G: -5.3	H: -0.5	I: -1

15: C=CCc1ccc(OCCCOc2ccc(C)c(C)c2)c(OC)c1
  A: 1	B: 11	C: -0.4	D: -1	E: .	F: 48	G: -3.8	H: 0.4	I: 14

16: CCc1nc2ccc(C(=O)NCCOc3ccc(OC)cc3)cn2c1N(C)CCCc1ccccc1
  A: 2	B: 1	C: .	D: -5	E: -0.3	F: 14	G: -2.9	H: -0.5	I: -10

17: O=C(CN1CCN(c2ccccn2)CC1)Nc1cc(C(F)(F)F)ccc1Cl
  A: 3	B: 22	C: 0.9	D: -3	E: .	F: 28	G: -1.4	H: -0.1	I: 0

18: CCOC(=O)CCC(NC(=O)CC(=O)NC(CCC(=O)OCC)C(=O)OCC)C(=O)OCC (stereo not given)
  A: -9	B: -8	C: -1.3	D: -8	E: -0.5	F: -10	G: 0.7	H: -1.6	I: -6

19: COCCCn1c(SCc2ccc(OC)cc2)nc2cc(OC)c(OC)cc2c1=N
  A: 119*	B: 11	C: -0.6	D: -2	E: .	F: 8	G: 21*	H: -1.1	I: -3

20: C[C@H](CO)N1C[C@H](C)[C@@H](CN(C)C(=O)Nc2ccc3c(c2)OCO3)Oc2c(NC(=O)Nc3ccc4c(c3)OCO4)cccc2C1=O
  A: 0	B: -4	C: -0.7	D: 10	E: 0.0	F: 16	G: 1.0	H: -0.4	I: 0

21: COc1ccc(S(=O)(=O)N2CCOC2CNC(=O)C(=O)NCc2cccnc2)cc1C (stereo not given)
  A: 5	B: -3	C: -0.7	D: -10	E: 1.1	F: -4	G: -1.0	H: -0.6	I: 2

22: COc1ccc(C2C3=C(CC(C)(C)CC3=O)Nc3c2c(=O)[nH]c(=O)n3Cc2ccccc2)cc1OC (stereo not given)
  A: 4	B: 14	C: 2.7	D: -2	E: .	F: -11	G: -2.4	H: -1.0	I: -4

23: COc1ccccc1-c1nc(C(F)(F)F)c(OC)o1
  A: 6	B: 3	C: 0.0	D: 1	E: .	F: 2	G: -0.7	H: 0.1	I: 12

24: COc1cccc(CN2CCN(Cc3cc4ccccc4[nH]3)CC2CCO)c1 (stereo not given)
  A: -5	B: -14	C: -1.0	D: 0	E: -2.6	F: -6	G: -4.4	H: -0.1	I: -4

25: Cc1c(C(=O)N2CCN(C)CC2)oc2ccc(S(=O)(=O)N3CCOCC3)cc12
  A: -1	B: 23	C: -3.0	D: 8	E: .	F: -5	G: 0.1	H: 0.3	I: 5

26: C[C@H]1COC(=O)[C@@H](Cc2ccc(F)cc2)CC/C=C/C[C@H](CC(=O)N(CCO)Cc2ccccc2)C(=O)N1
  A: 4	B: 2	C: -2.5	D: -1	E: -1.3	F: 19	G: -1.4	H: 0.5	I: 2

27: Cc1cccnc1CN1CCN(Cc2nc(C(c3ccccc3)c3ccccc3)no2)CC1
  A: 0	B: 13	C: -0.6	D: 0	E: 1.1	F: 19	G: -1.3	H: 0.6	I: -1

28: COc1ccc(NC(=O)CN(C)C(=O)CNC(=O)C2CCCCC2)cc1
  A: 8	B: -11	C: -2.6	D: 2	E: 1.0	F: 9	G: -2.0	H: -1.6	I: 3

29: N#C/C(=C\c1cccnc1)C(=O)Nc1ccc(Cl)cc1
  A: 1	B: -5	C: -0.4	D: -3	E: 1.0	F: -4	G: -5.7	H: 0.2	I: 1

30: CCCCNC(=O)c1c[nH]c2ccc(S(=O)(=O)Nc3ccc(OCC)cc3)cc2c1=O
  A: -5	B: 19	C: 0.8	D: 0	E: .	F: -2	G: -2.3	H: 2.3	I: 12

# Among those listed so far, these have an aryl methoxy group.
# Assay codes – A = PrPC surface inh; B = CCHFV vOTU inh; C = PfHsp40 yeast; D = Anthrax LF prot; E = TcdB inh; F = Y pestis TopoI; G = FadD28 binding; H = BoNT A protease; I = BoNT F protease
15: C=CCc1ccc(OCCCOc2ccc(C)c(C)c2)c(OC)c1
  A: 1	B: 11	C: -0.4	D: -1	E: .	F: 48	G: -3.8	H: 0.4	I: 14

16: CCc1nc2ccc(C(=O)NCCOc3ccc(OC)cc3)cn2c1N(C)CCCc1ccccc1
  A: 2	B: 1	C: .	D: -5	E: -0.3	F: 14	G: -2.9	H: -0.5	I: -10

19: COCCCn1c(SCc2ccc(OC)cc2)nc2cc(OC)c(OC)cc2c1=N
  A: 119*	B: 11	C: -0.6	D: -2	E: .	F: 8	G: 21*	H: -1.1	I: -3

21: COc1ccc(S(=O)(=O)N2CCOC2CNC(=O)C(=O)NCc2cccnc2)cc1C (stereo not given)
  A: 5	B: -3	C: -0.7	D: -10	E: 1.1	F: -4	G: -1.0	H: -0.6	I: 2

22: COc1ccc(C2C3=C(CC(C)(C)CC3=O)Nc3c2c(=O)[nH]c(=O)n3Cc2ccccc2)cc1OC (stereo not given)
  A: 4	B: 14	C: 2.7	D: -2	E: .	F: -11	G: -2.4	H: -1.0	I: -4

23: COc1ccccc1-c1nc(C(F)(F)F)c(OC)o1
  A: 6	B: 3	C: 0.0	D: 1	E: .	F: 2	G: -0.7	H: 0.1	I: 12

24: COc1cccc(CN2CCN(Cc3cc4ccccc4[nH]3)CC2CCO)c1 (stereo not given)
  A: -5	B: -14	C: -1.0	D: 0	E: -2.6	F: -6	G: -4.4	H: -0.1	I: -4

28: COc1ccc(NC(=O)CN(C)C(=O)CNC(=O)C2CCCCC2)cc1
  A: 8	B: -11	C: -2.6	D: 2	E: 1.0	F: 9	G: -2.0	H: -1.6	I: 3
